Source: PubChem BioAssay (Broad Institute)
IDH1 mut inh = blocks human IDH1 R132H reductase activity; inhibition, % at 10 µM; diaphorase/resazurin fluorescence, 60 min; hit rate 0.18% among 70,000; in the data active means inhibition above about 34%;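 further: 0% = DMSO and 100% = no enzyme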
Target sequence (O75874 whole entry R132H): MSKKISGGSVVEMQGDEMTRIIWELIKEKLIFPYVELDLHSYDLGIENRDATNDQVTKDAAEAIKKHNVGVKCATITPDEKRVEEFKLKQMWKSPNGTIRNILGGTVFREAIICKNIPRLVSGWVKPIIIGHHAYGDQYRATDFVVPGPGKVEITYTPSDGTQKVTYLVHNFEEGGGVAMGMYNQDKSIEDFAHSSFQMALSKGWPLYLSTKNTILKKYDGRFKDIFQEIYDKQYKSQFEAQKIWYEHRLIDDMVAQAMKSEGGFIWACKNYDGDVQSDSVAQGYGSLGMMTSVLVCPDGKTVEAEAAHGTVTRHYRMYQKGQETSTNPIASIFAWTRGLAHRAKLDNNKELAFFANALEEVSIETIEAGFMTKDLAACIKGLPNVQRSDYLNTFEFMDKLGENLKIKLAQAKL
EZH2 inh = blocks human EZH2/PRC2 H3K27 methylation; Q15910; DELFIA TRF, 1 h; inhibition, % at 12.5 µM; hit rate 0.35% among 57,000; AID 651548;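 active means mean inhibition of replicates at least 50% and every single replicate also reaching 50%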;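 further: dimethyl H3K27 on biotinylated H3 21-44 peptide detected by antibody; plate controls were median neutral control wells for no effect and median positive control wells for full effect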
* marks the source's active call; other numbers are inactive results; / = not tested or not shown. This is a subset; the hit share may differ from the screen's.

SMILES	IDH1 mut inh	EZH2 inh
O=C(N[C@@H]1CC[C@@H](CCn2cc(-c3ccccc3F)nn2)O[C@H]1CO)c1ccc2c(c1)OCO2	0.1	-13
CO[C@@H]1CN(C)C(=O)c2cc(NC(=O)NC(C)C)ccc2OC[C@@H](C)N(Cc2ccccn2)C[C@@H]1C	0.0	-3
Cc1ccc(NC(=O)COc2ccccc2)c(NC(=O)c2cccs2)c1	-0.2	-27
C[C@@H]1CN([C@H](C)CO)S(=O)(=O)c2ccc(-c3ccc(C#N)cc3)cc2O[C@H]1CN(C)C(=O)CN(C)C	2.6	-7
C[C@@H]1CN([C@H](C)CO)C(=O)c2cc(NS(=O)(=O)c3ccc(Cl)cc3)ccc2O[C@@H]1CN(C)C(=O)Nc1ccc(F)cc1	-0.1	3
CC(=O)n1cc([C@H]2C=C(C(=O)N3CCN(Cc4ccc5c(c4)OCO5)CC3)O[C@@H](OCc3ccc(CO)cc3)C2)c2ccccc21	/	18
COc1ccc(CNc2nc(SC)n[nH]2)cc1OC	1.9	5
CO[C@H]1CN(C)C(=O)c2cc(NC(C)=O)ccc2OC[C@H](C)N(C(=O)c2ccccn2)C[C@H]1C	-0.2	14
C[C@@H]1CN([C@H](C)CO)C(=O)CCCn2nncc2CO[C@@H]1CN(C)S(=O)(=O)c1cccc(F)c1	-1.1	2
CN(C)CC(=O)Nc1ccc2c(c1)[C@@H]1C[C@H](CC(=O)N3CCN(C)CC3)O[C@H](CO)[C@@H]1O2	0.0	14
O=C(OCc1ccccc1[N+](=O)[O-])c1cccc(-c2nnc(-c3ccccc3)o2)c1	0.6	/
CCCC#Cc1cnc2c(c1)C(=O)N([C@H](C)CO)C[C@@H](C)[C@H](CN(C)C(=O)C1CCCCC1)O2	-1.4	-19
O=C(C[C@H]1C[C@H]2c3cc(NC(=O)Nc4ccc(C(F)(F)F)cc4)ccc3O[C@H]2[C@@H](CO)O1)NCc1ccc(Cl)cc1	-0.9	-1
CC(C)NC(=O)Nc1ccc2c(c1)CC(=O)N([C@@H](C)CO)C[C@H](C)[C@H](CN(C)Cc1ccncc1)O2	0.2	/
O=C(CN1CCOCC1)N[C@@H]1CC[C@@H](CCNC(=O)C2CCCCC2)O[C@H]1CO	0.1	-3
O=C(C[C@@H]1C[C@@H]2c3cc(NC(=O)c4cccnc4)ccc3O[C@@H]2[C@@H](CO)O1)NCc1cccc(F)c1	-0.7	-4
C[C@H]1CN([C@@H](C)CO)S(=O)(=O)c2ccc(Br)cc2O[C@@H]1CN(C)C(=O)Cc1ccccc1	/	7
Cc1nnc(SCC(=O)Nc2cc(Cl)cc(Cl)c2)n1-c1ccccc1	-0.1	15
C[C@@H]1CN([C@H](C)CO)C(=O)CCCn2cc(nn2)CO[C@@H]1CN(C)C(=O)C1CC1	-0.6	-2
CC(C)NC(=O)Nc1ccc2c(c1)C(=O)N([C@H](C)CO)C[C@H](C)[C@@H](CN(C)C(=O)Nc1cccc3ccccc13)OCCCC[C@@H](C)O2	0.4	/
O=C(C[C@@H]1CC[C@@H](NC(=O)c2cnccn2)[C@@H](CO)O1)NCc1ccccc1F	-0.1	10
COc1ccc(NC(=O)N(C)C[C@H]2Oc3c(cccc3N(C)C)C(=O)N([C@@H](C)CO)C[C@H]2C)cc1	-0.1	-2
C[C@H]1CN([C@@H](C)CO)S(=O)(=O)c2ccc(-c3ccc(F)cc3)cc2O[C@H]1CN(C)C(=O)C1CCOCC1	-1.9	-9
CO[C@H]1CN(C)C(=O)c2cc(NC(=O)Cc3ccccc3)ccc2OC[C@@H](C)NC[C@@H]1C	-0.2	0
Cc1noc(C)c1NC(=O)N(C)C[C@@H]1Oc2ccc(NC(=O)Cn3cnnn3)cc2C(=O)N([C@@H](C)CO)C[C@H]1C	-2.4	/
SMILES	IDH1 mut inh	EZH2 inh
CCOC(=O)CSc1ncnc2c1sc1nc3c(cc12)COC(C)(C)C3	-0.4	-6
C/C=C/c1ccc2c(c1)O[C@H](CN(C)Cc1ccccn1)[C@@H](C)CN([C@@H](C)CO)S2(=O)=O	0.0	-6
CO[C@H]1CN(C)C(=O)c2ccc(NS(C)(=O)=O)cc2OC[C@H](C)N(C(=O)C2CC2)C[C@H]1C	0.1	-4
CCS(=O)(=O)Nc1ccc2c(c1)C(=O)N(C)C[C@H](OC)[C@@H](C)CN(Cc1ccccn1)[C@@H](C)CO2	0.2	-2
C[C@@H]1CN([C@@H](C)CO)C(=O)c2cc(/C=C/c3ccccc3)cnc2O[C@H]1CN(C)C(=O)c1ccccc1	-0.5	-11
C[C@H]1CN([C@@H](C)CO)C(=O)c2cc(NC(=O)CCCN(C)C)ccc2O[C@H]1CN(C)S(=O)(=O)c1ccc(Cl)cc1	-2.3	5
COc1ccccc1CNC(=O)C[C@@H]1C[C@H]2c3cc(NC(=O)c4cccnc4)ccc3O[C@H]2[C@H](CO)O1	-2.1	5
Cc1ccc(-c2csc(Cc3nc(-c4cc5ccccc5oc4=O)cs3)n2)cc1	0.7	/
C[C@@H]1CN([C@H](C)CO)C(=O)c2cc(NC(=O)Nc3ccc(C(F)(F)F)cc3)ccc2O[C@@H]1CN(C)CC1CCCCC1	0.3	/
O=C(NO)c1ccc(C(=O)N/N=C/c2cc(Br)cs2)cc1	/	21
C[C@H](CO)N1C[C@H](C)[C@H](CN(C)Cc2ccncc2)Oc2c(NC(=O)Nc3ccccc3)cccc2C1=O	4.4	-1
COC(=O)CCCCCCC(=O)N/N=C/c1ccc(I)cc1	/	13
C[C@H](CO)N1C[C@H](C)[C@@H](CN(C)C(=O)Nc2ccc3c(c2)OCO3)OCCCC[C@H](C)Oc2ccc(NC(=O)Cc3ccccc3)cc2C1=O	-0.2	/
CN(C)C(=O)C[C@@H]1C[C@H]2c3cc(NC(=O)c4ccc5c(c4)OCO5)ccc3O[C@H]2[C@@H](CO)O1	-0.1	-16
Cc1ccc(S(=O)(=O)N(C)C[C@H]2Oc3c(NS(=O)(=O)c4ccc(F)cc4)cccc3C(=O)N([C@H](C)CO)C[C@@H]2C)cc1	-8.6	/
CCCN1C[C@H](C)[C@@H](OC)CN(C)C(=O)c2ccc(NC(=O)c3ccc(F)cc3)cc2OC[C@@H]1C	/	-27
C[C@@H]1CN([C@H](C)CO)C(=O)c2cc(C#Cc3ccccn3)cnc2O[C@@H]1CN(C)Cc1ccccc1	0.8	1
C[C@@H]1CN([C@H](C)CO)S(=O)(=O)c2ccc(Br)cc2O[C@@H]1CN(C)C(=O)NC1CCCC1	/	0
Cc1ccc(S(=O)(=O)N[C@@H]2C=C[C@@H](CC(=O)NCc3ccccc3F)O[C@@H]2CO)cc1	0.1	-5
Cc1noc(C)c1NC(=O)N(C)C[C@H]1Oc2ccc(NS(=O)(=O)c3cn(C)cn3)cc2CC(=O)N([C@@H](C)CO)C[C@@H]1C	2.4	/
C[C@@H]1CN([C@H](C)CO)C(=O)Cc2cc(NC(=O)Cn3cnnn3)ccc2O[C@@H]1CN(C)C(=O)Nc1cccc2ccccc12	2.3	/
CO[C@H]1CN(C)C(=O)c2cc(NS(=O)(=O)CC(F)(F)F)ccc2OC[C@H](C)N(Cc2nccs2)C[C@H]1C	0.1	5
COc1ccc(C2NC(=S)NC(C)=C2C(=O)Nc2cc(OC)c(Cl)cc2OC)c(OC)c1 (stereo unspecified)	5.1	-8
COc1ccccc1NC(=O)N[C@H]1C=C[C@H](CC(=O)NCc2ccc(Cl)c(Cl)c2)O[C@H]1CO	0.3	1
COc1ccc(OCC(=O)Nc2cccc(-c3nnc4c5ccccc5c(C)nn34)c2)cc1	0.3	-2

Among those listed so far, these contain an aryl methoxy group:
SMILES	IDH1 mut inh	EZH2 inh
COc1ccc(CNc2nc(SC)n[nH]2)cc1OC	1.9	5
COc1ccc(NC(=O)N(C)C[C@H]2Oc3c(cccc3N(C)C)C(=O)N([C@@H](C)CO)C[C@H]2C)cc1	-0.1	-2
COc1ccccc1CNC(=O)C[C@@H]1C[C@H]2c3cc(NC(=O)c4cccnc4)ccc3O[C@H]2[C@H](CO)O1	-2.1	5
COc1ccc(C2NC(=S)NC(C)=C2C(=O)Nc2cc(OC)c(Cl)cc2OC)c(OC)c1 (stereo unspecified)	5.1	-8
COc1ccccc1NC(=O)N[C@H]1C=C[C@H](CC(=O)NCc2ccc(Cl)c(Cl)c2)O[C@H]1CO	0.3	1
COc1ccc(OCC(=O)Nc2cccc(-c3nnc4c5ccccc5c(C)nn34)c2)cc1	0.3	-2

Following part:
SMILES	IDH1 mut inh	EZH2 inh
COCC(=O)Nc1ccc2c(c1)OC[C@@H](C)N(C(=O)NC(C)C)C[C@H](C)[C@@H](OC)CN(C)C2=O	0.1	5
Cc1noc(C)c1NC(=O)N(C)C[C@H]1Oc2ccc(NC(=O)C3CCCCC3)cc2CC(=O)N([C@@H](C)CO)C[C@H]1C	/	8
C[C@@H]1CN([C@@H](C)CO)C(=O)c2cc(C#CCN(C)C)cnc2O[C@@H]1CN(C)C(=O)CN1CCOCC1	-0.2	/
COc1ccc(NC(=O)C2CCCN(S(=O)(=O)c3ccc(C)cc3)C2)cc1OC (stereo unspecified)	-0.3	-3
CO[C@H]1CN(C)C(=O)c2ccc(NC(=O)C3CC3)cc2OC[C@H](C)N(C(=O)NC(C)C)C[C@@H]1C	0.3	1
CCn1c(SCC(=O)c2cccc([N+](=O)[O-])c2)nnc1-c1ccccc1F	-0.5	9
Cc1noc(C)c1NC(=O)N(C)C[C@H]1OCCCC[C@H](C)Oc2ccc(NC(=O)NC(C)C)cc2C(=O)N([C@@H](C)CO)C[C@@H]1C	2.3	/
O=C(c1cccs1)n1nc(-c2ccc(Cl)cc2)nc1NCc1ccco1	-0.7	-3
O=C(CSc1nnc(-c2ccc(Cl)cc2)o1)c1cccc([N+](=O)[O-])c1	0.6	5
O=C(C[C@H]1C=C[C@H](NC(=O)C2CCOCC2)[C@H](CO)O1)NCCc1cscn1	-0.1	1
COc1cccc(NC(=O)CCc2nc(-c3ccc(OC)c(OC)c3)no2)c1	-0.6	-11
CN1CCN(C(=O)C[C@H]2CC[C@@H](NC(=O)Nc3ccccc3F)[C@H](CO)O2)CC1	1.2	3
Cc1ccc(-c2csc3nnc(SCC(=O)c4ccc(Cl)c(Cl)c4)n23)cc1	-0.1	12
C=CCNC(=O)[C@H]1[C@@H]2C(=O)O[C@@H](c3ccccc3)[C@@H](c3ccccc3)N2[C@@H](c2ccccc2OCCO)[C@]12C(=O)Nc1ccc(C#CC3=CCCCC3)cc12	/	-33
CO[C@@H]1CN(C)C(=O)c2cc(NS(=O)(=O)c3ccc(C)cc3)ccc2OC[C@H](C)N(C)C[C@H]1C	0.3	8
C[C@@H]1CN([C@H](C)CO)C(=O)c2cccc(NC(=O)Nc3ccc(F)cc3)c2O[C@H]1CN(C)C(=O)Nc1cccc2ccccc12	-0.6	/
COC(=O)Cc1cc(=O)n(-c2nc3ccccc3s2)[nH]1	0.1	-8
C[C@H]1CN([C@@H](C)CO)C(=O)c2cc(/C=C/c3ccccc3)cnc2O[C@H]1CN(C)C(=O)c1ccccc1	-0.3	-15
O=C(NCCCNc1ccc(C(F)(F)F)cc1[N+](=O)[O-])c1ccc(F)cc1	0.3	6
C[C@@H]1CN([C@@H](C)CO)S(=O)(=O)c2ccc(-c3ccc(F)cc3)cc2O[C@H]1CN(C)Cc1cccc(F)c1	/	5
COc1ccccc1NC(=O)c1ccc(OCC(=O)Nc2cc(Cl)cc(Cl)c2)cc1	0.2	11
CCCN1C[C@H](C)[C@@H](OC)CN(C)C(=O)c2cc(NC(=O)COC)ccc2OC[C@H]1C	/	-8
C[C@H]1CN([C@@H](C)CO)C(=O)c2cccc(NS(C)(=O)=O)c2O[C@@H]1CN(C)C(=O)Nc1ccc(F)cc1	/	4
O=C(Cc1ccncc1)Nc1ccc2c(c1)[C@H]1C[C@H](CC(=O)N3CCc4ccccc4C3)O[C@H](CO)[C@H]1O2	-3.7	-8
C[C@H](O)C#Cc1ccc2c(c1)O[C@@H](CN(C)C(=O)c1ccccc1)[C@H](C)CN([C@@H](C)CO)S2(=O)=O	/	1

Record cards, from the list above:
C[C@@H]1CN([C@@H](C)CO)C(=O)c2cc(C#CCN(C)C)cnc2O[C@@H]1CN(C)C(=O)CN1CCOCC1 is entered as IDH1 mut inh = -0.2; EZH2 inh = /
C[C@@H]1CN([C@H](C)CO)C(=O)Cc2cc(NC(=O)Cn3cnnn3)ccc2O[C@@H]1CN(C)C(=O)Nc1cccc2ccccc12 is entered as IDH1 mut inh = 2.3; EZH2 inh = /

Going on with the list.
SMILES	IDH1 mut inh	EZH2 inh
COc1ccccc1-c1cn(CC[C@@H]2CC[C@H](NS(=O)(=O)c3ccccc3C)[C@H](CO)O2)nn1	-0.5	0
C[C@@H](NC(=O)C[C@H]1C[C@H]2c3cc(NS(C)(=O)=O)ccc3O[C@H]2[C@@H](CO)O1)c1ccccc1	0.0	-8
COc1ccc(S(=O)(=O)N(C)CC(=O)Nc2ccc3c(c2)OCCO3)cc1C	-0.3	3
CCC(=O)Nc1ccc2c(c1)C(=O)N(C)C[C@@H](OC)[C@H](C)CN(C(=O)Nc1ccccc1F)[C@H](C)CO2	0.2	1
C[C@@H]1CN([C@@H](C)CO)C(=O)c2cc(NC(=O)Cc3cn(C)c4ccccc34)ccc2O[C@@H]1CN(C)C(=O)Nc1cccc2ccccc12	-12	/
CNC[C@@H]1OCCCC[C@H](C)Oc2ccc(NS(=O)(=O)c3ccc(C)cc3)cc2C(=O)N([C@@H](C)CO)C[C@@H]1C	1.4	-15
COc1cccc(CN(C)C[C@@H]2OCc3cnnn3CCCC(=O)N([C@H](C)CO)C[C@H]2C)c1	-0.7	4
COc1cc(NC(=O)COc2ccc(I)cc2)c(C(=O)O)cc1OC	0.0	-8

3 structures from above, arranged by SMILES length, smallest number first:
SMILES	IDH1 mut inh	EZH2 inh
COc1cccc(CN(C)C[C@@H]2OCc3cnnn3CCCC(=O)N([C@H](C)CO)C[C@H]2C)c1	-0.7	4
COc1ccccc1-c1cn(CC[C@@H]2CC[C@H](NS(=O)(=O)c3ccccc3C)[C@H](CO)O2)nn1	-0.5	0
C[C@@H](NC(=O)C[C@H]1C[C@H]2c3cc(NS(C)(=O)=O)ccc3O[C@H]2[C@@H](CO)O1)c1ccccc1	0.0	-8
